D2 potentiator: positive allosteric modulators of human D2 dopamine receptor; potentiation, % at 10 µM; P14416; HEK293 T-REx D2, calcium flux, EC20 dopamine potentiation; AID 485347; 340,000 compounds, 0.34% hits;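 active means potentiation over 3 SD above the plate norm, cut at about 30% in these data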; further: 0% is about no effect
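Calcium flux readout, no-wash dye, 1 read/s. Inducible HEK293 Trex D2 line, overnight 30 C. Compound alone 180 s (agonist flags), then EC20 dopamine, another 180 s to score potentiation.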
TRHR ag: activates the human TRH receptor; activation, % at 2 µM; TRHR cells, calcium flux fluo-8, FDSS agonist mode; P34981; 360,000 compounds, 0.18% hits; further: 0% is about no effect
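Fluo-8-loaded TRHR cells; 10 s baseline, compound added, kinetic Ca2+ fluorescence read 1/s, agonist mode.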
TRHR PAM: allosteric enhancers of human TRH receptor; P34981; TRHR cells, fluo-8 calcium fluorescence, EC20 TRH enhancement; enhancement, % at 2 µM; 360,000 compounds, 0.66% hits; AID 493056; in the data active means enhancement above about 30%; further: 0% is about no effect
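TRHR-expressing cells loaded with fluo-8 calcium dye were read kinetically (ex 480/em 530) during compound addition, then stimulated with an EC20 of TRH (10 nM final). Enhancement of the Gq-mediated intracellular calcium response was scored.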
D1 ag: human D1 receptor agonism | P21728 | HEK293 T-REx D1 cells, calcium flux, agonist mode | activation, % at 2 µM | 360,000 compounds, 1% hits; further: 0% is about no effect
Target sequence (P21728 whole entry, looked up): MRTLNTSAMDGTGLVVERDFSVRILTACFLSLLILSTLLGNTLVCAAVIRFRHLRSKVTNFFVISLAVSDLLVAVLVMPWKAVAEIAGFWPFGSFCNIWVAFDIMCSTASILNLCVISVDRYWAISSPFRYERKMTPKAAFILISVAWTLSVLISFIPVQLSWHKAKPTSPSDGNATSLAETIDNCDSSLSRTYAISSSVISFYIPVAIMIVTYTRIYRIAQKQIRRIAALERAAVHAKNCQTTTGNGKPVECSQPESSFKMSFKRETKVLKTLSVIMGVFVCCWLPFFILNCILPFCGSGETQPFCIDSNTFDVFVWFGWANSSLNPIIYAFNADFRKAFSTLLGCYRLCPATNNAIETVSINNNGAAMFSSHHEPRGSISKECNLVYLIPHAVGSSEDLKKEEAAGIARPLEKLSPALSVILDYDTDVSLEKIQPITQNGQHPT
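Inducible HEK293 T-REx D1 cells, force-coupled to calcium signalling, were plated at 4000 cells/well with tetracycline and held overnight at 30 C. After no-wash calcium dye loading, compound-evoked calcium rise over 180 s flagged agonists.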
D2 antagonist: antagonizes the human D2 dopamine receptor. HEK293 TREx D2 cells, calcium flux, dopamine EC80. inhibition, % at 10 µM. 340,000 compounds, 2% hits; in the data active means inhibition above about 30%; further: 0% is about no effect
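Inhibition of EC80 dopamine-driven calcium flux, recorded kinetically, defines activity here; cells are a tetracycline-induced HEK293 T-REx line expressing force-coupled D2.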
D1 antagonist: human D1 dopamine receptor antagonism; HEK293 TREx D1 cells, calcium flux, dopamine EC80; stronger effect = lower value; activity change, negative = inhibition, % at 10 µM; 360,000 compounds, 3.2% hits; AID 504652; P21728; in the data active means activity change below about -30%; further: on the % scale 0 is the no-effect control and ±100 the full control effect
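Compound effects on dopamine-evoked calcium signalling were measured in tetracycline-induced HEK293 Trex D1 cells. Dopamine at EC80 followed a 180 s compound pre-read, and fluorescence was tracked kinetically for 180 s more.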
RXFP1 antag: RXFP1 (human) relaxin receptor antagonism. 350,000 compounds, 0.59% hits. HEK293-RXFP1, relaxin-stimulated cAMP HTRF, 30 min; stronger effect = lower value. Q9HBX9. activity change, negative = inhibition, % at 57.5 µM;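 active means activity change of -60% or lower, but not beyond a set lower limit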; further: on the % scale 0 is the no-effect control and ±100 the full control effect
D2 ag: agonists of human D2 dopamine receptor | 340,000 compounds, 0.53% hits | HEK293 T-REx D2 cells, calcium flux agonist mode | P14416 | activation, % at 2 µM;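 active means activation over 3 SD above normal in the single-dose calcium agonist read, cut at about 30% in these data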; further: 0% is about no effect
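Tetracycline-induced HEK293 T-REx cells with force-coupled D2 receptor, plated overnight at 30 C, loaded with no-wash calcium dye. After a 10 s baseline, compound was pin-added and calcium flux read kinetically for 180 s; calcium rises flagged agonists.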
D1 PAM: enhances dopamine response at the human D1 receptor. 360,000 compounds, 0.036% hits. potentiation, % at 10 µM. HEK293 TREx D1 cells, calcium flux, dopamine EC20 potentiation. P21728; in the data active means potentiation above about 30%; further: 0% is about no effect
* hit, by the source's call; . = not tested or not shown; & = joins results of further samples. Unless noted, no stated cut-off is given here; in the data, active means activation above about 30%; inactive means the rest.

Structure | D2 potentiator | TRHR ag | TRHR PAM | D1 ag | D2 antagonist | D1 antagonist | RXFP1 antag | D2 ag | D1 PAM
Cc1cc(=O)oc2ccc(OCC(=O)NCc3ccco3)cc12 | -3 | -0.4 | -11 | 1 | -11 | -4 | -3 | 0.1 | -3
COc1cccc(NC(=O)CSc2cc(C)c3ccccc3n2)c1 | -8 | 0.0 | -11 | 8 | . | -15 | -13 | -1.7 | -1
O=C(CSc1nnc(Cn2c(=O)sc3ccccc32)n1CCc1ccccc1)N1CCOCC1 | 2 | 0.1 | -6 | 3 | 23 | 6 | -21 | 0.7 | 8
C=CCNC(=O)c1ccc(-n2cccc2)cc1 | -4 | -0.3 | -5 | -1 | -6 | -14 | -5 | 0.8 | -4
CS(=O)(=O)N(CC(=O)NC1CCCC1)Cc1ccc(F)cc1 | 5 | 0.7 | 6 | 4 | -19 | 5 | 8 | 1.2 | 2
CCOc1ccc(-n2nc(CO)c(C(=O)NCC(c3ccccc3)c3ccccc3)n2)cc1 | 3 | 0.4 | 0 | 0 | . | 10 | -15 | -0.7 | 3
Cc1cc(/C=C2/C(=O)N(C)C(=S)N2C)ccc1N1CCCC1 | -1 | 29 | -3 | 127* | 26 | . | -8 | 32* | 8
Cc1cc(C(=O)N/N=C/c2ccc(C)s2)n[nH]1 | 0 | 1.2 | 6 | 3 | -7 | 6 | -8 | -1.5 | .
O=c1c2cccnc2n(-c2ccccc2)n1Cc1ccc(Cl)cc1 | -7 | 1.1 | -4 | 12 | 10 | 1 | -13 | -1.3 | 2
CCOC(=O)c1c(C)oc2nc(C)nc(NCCc3ccc(OCC)c(OCC)c3)c12 | 6 | -0.5 | -2 | 3 | . | -7 | -18 | -0.1 | -4
CS(=O)(=O)N(Cc1ccccc1Cl)c1ccc(C(=O)NCc2ccccn2)cc1 | -6 | 0.1 | -3 | 2 | -7 | 8 | -1 | 1.4 | 8
CCCCCN(C(=O)COC(=O)Cc1c(C)nc2ccccc2c1C)c1c(N)n(CCCC)c(=O)[nH]c1=O | 6 | 0.8 | -3 | 0 | 3 | -2 | -6 | 0.9 | -6

The final 4 entries of the part before open the next one:
Structure | D2 potentiator | TRHR ag | TRHR PAM | D1 ag | D2 antagonist | D1 antagonist | RXFP1 antag | D2 ag | D1 PAM
O=c1c2cccnc2n(-c2ccccc2)n1Cc1ccc(Cl)cc1 | -7 | 1.1 | -4 | 12 | 10 | 1 | -13 | -1.3 | 2
CCOC(=O)c1c(C)oc2nc(C)nc(NCCc3ccc(OCC)c(OCC)c3)c12 | 6 | -0.5 | -2 | 3 | . | -7 | -18 | -0.1 | -4
CS(=O)(=O)N(Cc1ccccc1Cl)c1ccc(C(=O)NCc2ccccn2)cc1 | -6 | 0.1 | -3 | 2 | -7 | 8 | -1 | 1.4 | 8
CCCCCN(C(=O)COC(=O)Cc1c(C)nc2ccccc2c1C)c1c(N)n(CCCC)c(=O)[nH]c1=O | 6 | 0.8 | -3 | 0 | 3 | -2 | -6 | 0.9 | -6
COC(=O)C1(S(=O)(=O)c2cccc3nsnc23)CC1 | -1 | -0.1 | 2 | -1 | 0 | -2 | -15 | 0.1 | -4
Nc1[nH]c(=O)[nH]c(=O)c1N=Nc1ccccc1Cl | -10 | -0.3 | 14 | 7 | -6 | 6 | 9 | 0.5 | -6
Cc1ccc(-n2nc3c(=O)n(CCCC(=O)NCc4ccccc4F)nc(C)c3c2C)cc1 | 6&-3 | 0.2&-1.1 | -1&1 | 1&4 | -8 | 5&1 | 3&-19 | -0.5&-0.8 | -8&-1
CCC(C)(C)C1CCC2(CC1)NC(=O)N(CC(=O)NCCc1c[nH]c3ccccc13)C2=O (stereo not drawn) | -8 | -0.3 | 3 | 3 | 1 | -2 | -16 | -1.1 | 0
O=C(CCNC(=O)c1ccccc1Cl)NCC(c1ccc(F)cc1)N1CCOCC1 (stereo not drawn) | 12 | -0.1 | -4 | 3 | . | 1 | -14 | . | -1
CCn1nc([N+](=O)[O-])c2c(-c3nc4ccccc4o3)c(N)n(CCCOC)c2c1=O | 6 | -0.4 | -6 | 1 | 3 | 1 | -16 | -0.7 | -2
COc1ccc(Cl)cc1NC(=O)c1c(-c2ccccc2)noc1C | 5 | -0.2 | -1 | 2 | -4 | 0 | -17 | 0.6 | -5
Cn1ncc(C(N)=O)c1NC(=S)NC(=O)c1ccc(Br)o1 | . | 0.1 | -1 | 2 | . | -15 | 2 | . | -3
CCOC(=O)CSc1ccc(S(=O)(=O)N2CCC(C)CC2)cc1[N+](=O)[O-] | 25 | 1.0 | 2 | -1 | -22 | 0 | . | 0.8 | -3
OC(c1ccccc1)c1cccnc1 (stereo not drawn) | 2 | -0.2 | -1 | 9 | -7 | -6 | -2 | -0.1 | -4
COc1ccc(OC)c(C(=O)COC(=O)c2cccnc2SC)c1 | -2 | -0.3 | -3 | 4 | -8 | -3 | 5 | 0.2 | 6
CC(C)(C)C(=O)CCN1C(=O)C2(OCCO2)c2ccccc21 | 31* | 1.8 | 10 | 1 | -2 | 2 | -4 | -0.5 | -2
CCC(=O)Nc1c2c(nn1-c1ccc([N+](=O)[O-])cc1)CS(=O)(=O)C2 | -5 | -0.2 | -5 | 2 | -4 | 2 | 2 | -0.6 | -8

An excerpt of these results, as labelled records:
Molecule: CC(C)(C)C(=O)CCN1C(=O)C2(OCCO2)c2ccccc21
  D2 potentiator = 31* | TRHR ag = 1.8 | TRHR PAM = 10 | D1 ag = 1 | D2 antagonist = -2 | D1 antagonist = 2 | RXFP1 antag = -4 | D2 ag = -0.5 | D1 PAM = -2
Molecule: COC(=O)C1(S(=O)(=O)c2cccc3nsnc23)CC1
  D2 potentiator = -1 | TRHR ag = -0.1 | TRHR PAM = 2 | D1 ag = -1 | D2 antagonist = 0 | D1 antagonist = -2 | RXFP1 antag = -15 | D2 ag = 0.1 | D1 PAM = -4

D2 potentiator: hit marks shown above.
molecule	D2 potentiator	TRHR ag	TRHR PAM	D1 ag	D2 antagonist	D1 antagonist	RXFP1 antag	D1 PAM
CC(C)(C)C(=O)CCN1C(=O)C2(OCCO2)c2ccccc21	31*	1.8	10	1	-2	2	-4	-2

The order is random, and some 7.3% of all compounds hit somewhere here.
